HT1080NT lethal: kills 2HG-producing HT-1080-NT fibrosarcoma cells; Potency, µM (doses to about 46.1 µM), for the others: top-dose activity, negative = less viability, actives largely listed as cytotoxic; 360,000 compounds, 1.6% hits; HT-1080-NT fibrosarcoma viability, CellTiter-Glo ATP luminescence, 48 h;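 also: NT is the 2HG producing partner of a matched IDH1 knockdown line; potency is read from the fitted curve at half-maximal effect; 0% = DMSO-treated cells and -100% = media-only wells without cells; nearly all actives have a fitted effect of over 55% in size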
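Viability by CellTiter-Glo luminescence after 48 h compound exposure at 37C of HT-1080-NT cells (750/well, RPMI, 5% FBS). % activity scaled between DMSO wells and medium-only wells, then curve-fitted and categorized by curve class.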
KB-3-1 cytotox: kills parental KB-3-1 adenocarcinoma cells. KB-3-1 viability, CellTiter-Glo ATP luminescence, 72 h. Potency, µM (doses to about 46.1 µM), without a hit: at the top dose activity change, negative = cytotoxic, usual class: cytotoxic. 400,000 compounds, 1.4% hits. AID 1347075; also: potency is read from the fitted curve at half-maximal effect; % is scaled to controls: 0 for no effect and ±100 for the full control effect; nearly all actives have a fitted effect of over 60% in size
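Using CellTiter-Glo luminescence, growth of non-resistant KB-3-1 adenocarcinoma cells is assessed 72 h after pin-tool compound addition at 37 °C. Normalized responses across the concentration series yield fitted curves.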
GLP-1R agonist: agonists of human GLP-1 receptor. Potency, µM (titrated, usually from 45.6 µM), inactives show at the top dose activation, usual class: activators. HEK293 GLP-1R CRE-luciferase, luminescence, 4-6 h; cells express a hypersensitive GLP-1R form. 380,000 compounds, 0.007% hits. P43220; also: potency is read from the fitted curve at half-maximal effect; % of control where 0% means no effect
Target sequence (P43220 whole entry, looked up): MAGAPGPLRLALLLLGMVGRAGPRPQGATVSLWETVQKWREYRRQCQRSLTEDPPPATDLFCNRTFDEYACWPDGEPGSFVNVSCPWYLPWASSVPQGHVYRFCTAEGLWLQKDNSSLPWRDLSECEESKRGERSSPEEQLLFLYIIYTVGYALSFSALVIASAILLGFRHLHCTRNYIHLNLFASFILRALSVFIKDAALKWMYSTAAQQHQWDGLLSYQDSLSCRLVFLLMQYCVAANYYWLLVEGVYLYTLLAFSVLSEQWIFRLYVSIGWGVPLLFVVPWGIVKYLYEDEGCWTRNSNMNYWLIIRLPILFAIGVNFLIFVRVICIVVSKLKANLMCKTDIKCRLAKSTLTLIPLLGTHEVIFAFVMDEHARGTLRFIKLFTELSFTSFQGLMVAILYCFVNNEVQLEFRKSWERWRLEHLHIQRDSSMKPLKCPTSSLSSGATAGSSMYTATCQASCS
DRD3 antagonist: D3 dopamine receptor (human) antagonism; max response, negative = inhibition, %; AID 652054; 360,000 compounds, 2.5% hits; D3R cells, DiscoveRx beta-arrestin luminescence, antagonist mode; active compounds read low; in the data active = max response below about -50%; inconclusive = no clear call, values can overlap the other calls; also: % is scaled to controls: 0 for no effect and ±100 for the full control effect; mostly tested at two doses, the higher about 12 µM
Target sequence (P35462 whole entry, looked up): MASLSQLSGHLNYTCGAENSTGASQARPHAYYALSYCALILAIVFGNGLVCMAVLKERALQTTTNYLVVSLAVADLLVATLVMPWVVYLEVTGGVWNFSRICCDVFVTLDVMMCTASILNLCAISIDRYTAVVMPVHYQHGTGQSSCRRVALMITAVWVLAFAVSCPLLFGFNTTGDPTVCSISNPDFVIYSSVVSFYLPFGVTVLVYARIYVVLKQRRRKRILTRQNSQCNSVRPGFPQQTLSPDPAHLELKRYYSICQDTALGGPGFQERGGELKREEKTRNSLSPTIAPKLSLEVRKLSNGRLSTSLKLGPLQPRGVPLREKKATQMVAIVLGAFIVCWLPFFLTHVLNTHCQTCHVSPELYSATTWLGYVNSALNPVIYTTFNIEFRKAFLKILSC
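Cells plated overnight at 1500 cells/well, then exposed to library compounds with dopamine controls for 90 minutes at 37 degrees C. DiscoveRx reagent added for 30–60 minutes at room temperature; luminescence read, quantitative HTS format.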
SW480 rereplic: DNA re-replication induction in SW480 cells. SW480 DNA re-replication, Hoechst DNA content imaging, 48 h. Potency, µM (doses to about 46.1 µM), inactives show top-dose re-replication activation, hits mostly activators. 340,000 compounds, 1.8% hits. AID 624297; also: potency is read from the fitted curve at half-maximal effect; % of control where 0% means no effect; nearly all actives have a fitted effect of over 55% in size
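250 cells/well; 23 nL cpd via pin tool; 48 hr, 37 C, 5% CO2; Hoechst 40 min; imager read of total nuclear intensity, ex 405/em 500-530 nm.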
HT1080 IDH1KD tx: kills HT-1080 cells with IDH1 knockdown | HT-1080 IDH1 knockdown viability, ATP luminescence, 48 h | Potency, µM (doses to about 46.1 µM), without a hit: at the highest dose activity, negative = toxicity, hits mostly cytotoxic | 360,000 compounds, 2% hits;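 also: potency is read from the fitted curve at half-maximal effect; 0% = DMSO wells and -100% = cell-free medium wells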
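In this qHTS, HT-1080 cells depleted of IDH1 are exposed for 48 h at 37 °C to compound titrations. Toxicity is scored from CellTiter-Glo luminescence, with DMSO as full viability and medium alone as none.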
IL1B secr inh: inflammasome signaling inhibition, IL-1 beta readout; THP-1 LPS/ATP IL-1B secretion, AlphaLISA, 16 h; active compounds read low; activity change, % at 57.5 µM; 360,000 compounds, 4.7% hits; AID 743279; in the data active = activity change below about -50%; inconclusive = mostly about -30% to -49%; also: % is scaled to controls: 0 for no effect and ±100 for the full control effect
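THP-1 cells pretreated 1 hr with compounds (up to 57.5 uM final), then stimulated with LPS (250 ng/mL final) plus ATP (1.25 mM final); secreted IL-1B measured by AlphaLISA after 16 hr, decreased signal indicating inhibition.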
KB-V1 MDR tox: kills drug-selected multidrug resistant KB-V1 cells; KB-V1 MDR cells viability, CellTiter-Glo, 72 h; Potency, µM (top dose mostly 46.1 µM), without a hit: at the top dose activity change, negative = cytotoxicity, usual class: cytotoxic; 400,000 compounds, 3.4% hits; AID 1347076; also: potency is read from the fitted curve at half-maximal effect; % is scaled to controls: 0 for no effect and ±100 for the full control effect; nearly all actives have a fitted effect of over 60% in size
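Luminescent ATP read-out (CellTiter-Glo, 10 min) measures survival of drug-selected KB-V1 MDR cells after 72 h, 37 degrees C compound exposure. Medium: phenol-red-free DMEM, 10% FBS. Values from fitted concentration-response curves.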
D3 ag: agonists of human D3 dopamine receptor. P35462. D3R DiscoveRx beta-arrestin cells, luminescence, 90 min. 410,000 compounds, 0.58% hits. max activation, %; in the data active = max activation above about 30%; also: 0% is about no effect; mostly tested at two doses, the higher about 12 µM
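Agonist mode: compounds and dopamine controls were applied to plated cells for 90 min at 37 degrees C after an overnight attachment at 1500 cells/well. Luminescent read-out followed 30 - 60 minutes at room temperature with DiscoveRx detection reagent.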
The depositor's hits bear a star; u = inconclusive; x = no result given; [ ] = dose if it differs, or a comment. Unless noted, calls follow the shape of the dose curve; as a rule, active = well fitted curve in the direction sought with a large enough effect; inconclusive = small, poorly fitted or top-dose-only effect, or another doubt; inactive = no such curve, though single readings can be large; an effect the other way counts as inactive or inconclusive.

SMILES | HT1080NT lethal | KB-3-1 cytotox | GLP-1R agonist | DRD3 antagonist | SW480 rereplic | HT1080 IDH1KD tx | IL1B secr inh | KB-V1 MDR tox | D3 ag
Cc1cccc(Oc2ncnc3oc(-c4ccccc4)cc23)c1C | 4% | 20% | 0% | 43 | -3% | 2% | 25 | u | 3
CN(C)C=Nc1ncc2c3ccccc3n(CCN(C)C)c2c1C#N | -9% | u | -15% | -8 | u | -10% | -77* | u | -2
CCOc1ccc(-c2cc(CCCC(=O)NCc3ccco3)no2)cc1 | 9% | -7% | 6% | -18 | 5% | 6% | 18 | 1% | -5
N/C(=N\c1nc2ccccc2o1)NC(=O)c1ccccc1NC(=O)c1ccccc1 | u | -1% | -7% | 10 | 4% | u | 6 | -19% | 0
COC(=O)c1cc2cc(Cl)ccc2nc1SC | 4% | 3% | 13% | 2 | 0% | 1% | 5 | 6% | 8
O=C(c1ccco1)N1CCN=C1SCc1cccnc1 | 7% | 0% | 0% | -2 | 1%[9.22 µM] | 0% | -4 | -8% | -9
Cc1cc(C(=O)N2CCCC(C)(C(=O)NS(=O)(=O)C3CC3)C2)n(C(C)(C)C)n1 (stereo not drawn) | 23% | 15% | -3% | 13 | x | u | 0 | 2% | 2
C/C(=N/NC(=O)CCc1ccccc1)c1ccco1 | 9% | 20% | 4% | -12 | -7% | -1% | -17 | -7% | -3
CCN1CCN(C(=O)c2c(C)nn(-c3ccc(F)cc3)c2-n2cccc2)CC1 | x | 5% | 7% | x | x | x | x | -36% | -14
CC(=O)c1ccc(-n2nnnc2SCC(=O)Nc2sc(C)c(C)c2C#N)cc1 | 21% | -1% | 3% | -11 | 1% | 8% | 22 | -22% | 1

Pulled by structure from the list above (3):
SMILES | HT1080NT lethal | KB-3-1 cytotox | GLP-1R agonist | DRD3 antagonist | SW480 rereplic | HT1080 IDH1KD tx | IL1B secr inh | KB-V1 MDR tox | D3 ag
CCN1CCN(C(=O)c2c(C)nn(-c3ccc(F)cc3)c2-n2cccc2)CC1 | x | 5% | 7% | x | x | x | x | -36% | -14
O=C(c1ccco1)N1CCN=C1SCc1cccnc1 | 7% | 0% | 0% | -2 | 1%[9.22 µM] | 0% | -4 | -8% | -9
COC(=O)c1cc2cc(Cl)ccc2nc1SC | 4% | 3% | 13% | 2 | 0% | 1% | 5 | 6% | 8

Of the compounds above, these have an aryl thioether with sulfur outside any ring.
SMILES | HT1080NT lethal | KB-3-1 cytotox | GLP-1R agonist | DRD3 antagonist | SW480 rereplic | HT1080 IDH1KD tx | IL1B secr inh | KB-V1 MDR tox | D3 ag
COC(=O)c1cc2cc(Cl)ccc2nc1SC | 4% | 3% | 13% | 2 | 0% | 1% | 5 | 6% | 8
CC(=O)c1ccc(-n2nnnc2SCC(=O)Nc2sc(C)c(C)c2C#N)cc1 | 21% | -1% | 3% | -11 | 1% | 8% | 22 | -22% | 1

(list continues)
SMILES | HT1080NT lethal | KB-3-1 cytotox | GLP-1R agonist | DRD3 antagonist | SW480 rereplic | HT1080 IDH1KD tx | IL1B secr inh | KB-V1 MDR tox | D3 ag
CCCCC[C@H](O)/C=C/[C@H]1CCC(=O)[C@@H]1CCCCCCC(=O)N1CCCCC1CO (stereo partly drawn) | 16µM* | -4% | -2% | 83 | 3% | 13µM* | -23 | -15% | 30*
CCOc1cc(C(=S)N2CCCCC2)ccc1OS(=O)(=O)c1ccc(Br)cc1 | -21% | u | -4% | -11 | 8% | -1% | -15 | 4.1µM* | -6
COc1ccccc1Nc1nc(N)nc(CSC(=S)N2CCCCC2)n1 | -8% | -6% | 22% | -11 | u | 2% | -9 | u | -3
COCCOCCn1c(CCCO)nc2ccccc21 | 10% | 11% | -6% | 0 | 0% | 3% | 10 | 17% | 3
CCOC(=O)N1CCN(c2c(NCc3ccc(N(C)C)cc3)c(=O)c2=O)CC1 | 16% | -20% | -2% | -26 | -12% | -3% | -2 | -18% | -7
CCOC(=O)C(NC(=O)C1CCCN1C(=O)OCc1ccccc1)C(=O)OCC (stereo not drawn) | -2% | 1% | 8% | -3 | 0% | -4% | 31 | 13% | 5
Cc1cccc(C)c1NS(=O)(=O)c1ccc(OCCNS(C)(=O)=O)cc1 | 4% | -8% | 13% | -7 | -5% | 1% | -2 | 9% | 10
Cc1sc2ncnc(SCC(=O)N3CCCCC3)c2c1C | 1% | -19% | 11% | -4 | 0% | 8% | -2 | -6% | 2
O=C(COC(=O)CC1SC(N2CCCC2)=NC1=O)Nc1ccc(Br)cc1 (stereo not drawn) | 2% | 3% | -1% | 6 | 3% | 4% | 18 | 0% | 12
CC(=O)c1ccc(N2C(=O)CC(N3CCN(S(=O)(=O)c4ccc(C)c(C)c4)CC3)C2=O)cc1 (stereo not drawn) | -1% | 23% | 3% | 0 | -14% | 0% | 14 | u | 25
Cc1ccc(NC(=O)CNC(=O)c2cccs2)cc1S(=O)(=O)Nc1ccc(Cl)cc1 | -29% | 0% | -2% | -5 | 0% | u | u | 9% | -6
O=C(Cn1nnc(-c2ccccc2NC(=O)c2ccccc2)n1)Nc1ccc2c(c1)OCCO2 | -26% | u | 2% | -10 | 0% | -14% | -10 | -20% | 1
Cc1ccc(NC(=O)N2CCCN(Cc3ccc(F)cc3)C2)cc1C | 15µM* | u | -12% | 3 | u | 16µM* | -19 | u | -12
Clc1cccc(N2CCN(Cc3nnc(-c4ccccc4)o3)CC2)c1 | -8% | -2% | -3% | u | -7% | -4% | -6 | -8% | 24
O=C(CS(=O)(=O)Nc1ccc(F)cc1Cl)Nc1ccc(F)cc1Cl | -18% | 1% | 5% | 0 | -3% | -15% | 52 | 0% | 12
Cc1cc(C(=O)CSc2nnc(-c3ccc(Cl)cc3)n2CC2CCCO2)c(C)n1C (stereo not drawn) | 0% | 4% | -5% | 3 | 2% | -7% | -2 | 6.5µM* | 1
COc1cccc(/C=C2\SC(=S)N(N3CCOCC3)C2=O)c1OC | 12% | 4% | 9% | 6 | -3% | 13% | 5 | 14% | 3
O=C(CNc1cccc(S(=O)(=O)N2CCCCC2)c1)Nc1ccc(C(F)(F)F)cc1 | -6% | -16% | 12% | 0 | x | -25% | 12 | u | 4
COc1cc([N+](=O)[O-])ccc1NC(=O)C1C2C=CC(C2)C1C(=O)O (stereo not drawn) | -1% | -2% | 2% | 19 | -5% | -18% | 9 | -1% | -1
CCn1c(C(=O)O)c(CC(=O)NC2CCCCCC2)c2ccccc21 | 2% | -1% | 1% | -89* | -7% | 8% | 20 | u | 7
CCn1cc(CNC(=O)CSc2nc(-c3ccc(OC)c(OC)c3)cc(C(F)(F)F)n2)c(C)n1 | 18% | -1% | 19% | 0 | 0% | 10% | 9 | -4% | -3
Cc1occc1C(=O)NNC(=O)c1ccc(Br)o1 | 12% | 6% | 0% | 18 | -8% | 11% | -10 | 4% | 9
Nc1nc(NCCO)nc(NCC2CCCO2)c1[N+](=O)[O-] (stereo not drawn) | -6% | 16% | 1% | -4 | -8% | -9% | 23 | 3% | -2
COc1ccc(Cc2nnc(SCc3nc4ccccc4c(=O)[nH]3)o2)cc1 | -1% | 5% | -7% | 13 | 1% | 0% | 11 | 7% | 5
CCC(C)C(=O)Nc1nc(-c2ccc3c(c2)NC(=O)CO3)cs1 (stereo not drawn) | -10% | 16% | 1% | 54 | -3% | -8% | -15 | -3% | 2
CCCn1cc(C(=O)N(C)C2CCCN(Cc3ccccc3F)C2)c(C)n1 (stereo not drawn) | 0% | x | -7% | 21 | 0% | 2% | 7 | x | 2
Cc1[nH]c(=S)c(C#N)c(C)c1CCC#N | 3% | -13% | 2% | -18 | u | -5% | 7 | -2% | 8
C/C(=N\Nc1nc2ccccc2[nH]1)c1ccc(Cl)s1 | u | u | 1% | -4 | 1% | u | -97* | 21µM* | -2
CCCCOC(=O)c1ccc(NC(=S)N2CCN(c3ncc4c(=O)c(C(=O)O)cn(CC)c4n3)CC2)cc1 | 3% | 11% | 2% | -5 | u | 8% | -5 | u | 5
CC(C)(C)c1cc(C(=S)N2CCN(CCO)CC2)cc(C(C)(C)C)c1O | -3% | 22% | 7% | -22 | 1% | 27% | -2 | 3% | -7

Bioassay records (PubChem)

Compounds were not picked by outcome, and some 12% of all compounds hit somewhere here.
